Vif inh – HIV Vif inhibition; inhibition, % at 7.49 µM; actives 0.35% (n = 340,000); HEK293T cells, Vif self-association by quenched fluorescence, imaging, 24 h; AID 602346; in the data active = inhibition above about 50%, passing the limit was not always enough; also: some results filed as inactive read as strong as hits
MITF TRPM1 inh – inhibitors of MITF-driven TRPM1 promoter in melanoma cells. SK-MEL-5 TRPM1 promoter luciferase, 24 h. inhibition, % at 12.5 µM. actives 0.83% (n = 330,000). AID 488899;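 active = mean inhibition across replicates of 60% or more, whatever share of single replicates reaches that level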; also: values of inactives mirror those of a sister screen read the other way
Shn3 inh set2 – inhibitors of Schnurri-3 3'UTR reporter in osteoblasts | inhibition, % at 12.5 µM | actives 0.52% (n = 360,000) | AID 588674 | Clone20 osteoblast Shn3 3'UTR firefly luciferase, 24 h;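 active = mean inhibition of at least 75% with every replicate also reaching 75%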;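 also: 0% = median of neutral control wells and 100% = pilot-screen positive control compound; some compounds past the cut are filed as inactive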
HIF-2a inh – HIF-2a inhibition | actives 0.72% (n = 360,000) | inhibition, % at 18.8 µM | AID 624352 | 786-0 RCC cells HIF-2a reporter, luciferase luminescence, overnight;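 active = inhibition of the luminescence signal of 40% or more relative to plate controls, in a single-dose primary screen at 18.75 µM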
NR2E3 ag-1 – human photoreceptor-specific nuclear receptor agonism | inhibition of corepressor binding, % at 3.98 µM | Q9Y5X4 | CHO-S Gal4-NCOR/VP16-NR2E3 two-hybrid, luciferase | actives 0.35% (n = 360,000) | AID 602229;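 active = inhibition above the mean of all tested compounds plus 3 SD, cut at about 70% in these data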;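 also: 0% = DMSO with NR2E3 transfected cells and 100% = cells lacking NR2E3 construct; higher means lower luciferase signal from less NR2E3 corepressor binding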
Target sequence (Q9Y5X4 whole entry, looked up, the tested form may be a part): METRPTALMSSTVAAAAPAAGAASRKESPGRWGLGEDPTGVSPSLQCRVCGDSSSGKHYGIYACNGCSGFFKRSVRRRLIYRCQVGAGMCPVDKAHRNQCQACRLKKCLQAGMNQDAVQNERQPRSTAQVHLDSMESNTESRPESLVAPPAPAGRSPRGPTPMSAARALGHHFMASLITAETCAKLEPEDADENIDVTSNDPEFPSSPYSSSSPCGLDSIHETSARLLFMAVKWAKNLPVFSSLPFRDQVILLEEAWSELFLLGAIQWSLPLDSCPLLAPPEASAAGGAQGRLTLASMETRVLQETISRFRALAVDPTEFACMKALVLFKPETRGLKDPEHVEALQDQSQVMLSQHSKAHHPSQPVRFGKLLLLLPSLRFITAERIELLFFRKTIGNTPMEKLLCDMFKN
KKLEB cytotox – CF airway cell cytotoxicity counter-screen. KKLEB CF airway cells viability, ATPlite luminescence, overnight; active compounds read low; cells stimulated with P. aeruginosa culture filtrate. activity change (cytotoxicity), % at 5 µM. actives 0.36% (n = 360,000). AID 602141;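 active = corrected activity change at or below -50% at 5 µM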
CF NFkB inh – inhibitors of cystic fibrosis induced NF-kB; inhibition, % at 5 µM; KKLEB NF-kB-GFP reporter, PAF-induced, GFP fluorescence overnight; actives 0.86% (n = 360,000);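 active = at least 50% inhibition at 5 µM, scaled per plate between neutral and stimulator controls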;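 also: PAF is a Pseudomonas aeruginosa culture filtrate used as stimulus; plate controls were PAF-stimulated DMSO wells for no effect and unstimulated DMSO wells for full effect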
Peg3 prom inh – reduces Peg3 promoter-driven luciferase expression in HeLa. inhibition, % at 20 µM. actives 1.7% (n = 360,000). HeLa PEG-Prom luciferase reporter, luminescence, overnight. AID 588405;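 active = inhibition of at least 50% at 20 µM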
NR2E3 ag-2 – NR2E3 (human) agonism; Q9Y5X4; GST-NR2E3/biotin-RetCOR TR-FRET, 1536-well; inhibition of corepressor binding, % at 4.78 µM; actives 0.12% (n = 320,000); AID 2300;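 active = percent inhibition above the cutoff of mean plus 3 SD of all tested compounds, set per screening campaign, cut at about 20% in these data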;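 also: 0% = DMSO wells and 100% = biotin wells as full block of FRET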
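System: GST-tagged NR2E3 plus biotinylated RetCOR corepressor; Buffer or medium: pH 7.5 Tris-based buffer; Probe or stimulus: RetCOR corepressor, biotinylated, 7 nM; Doses: compound at 4.8 µM, single dose; Schedule: 5 h incubation at 4 °C; Technique: time-resolved FRET; Evaluation: percent inhibition of TR-FRET ratio; Replication: one well per compound, singlicate testing.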
CaV13 FRET inh – Primary screen for inhibitors of IQ motif and Ca2+-dependent inactivation inhibitor domain binding in CACNA1D, Förster resonance energy transfer in living cells, …; HEK cells, CFP/YFP FRET ICDI-IQ, plate reader, 10 min; percent FRET-ratio fall versus neutral wells; actives 0.098% (n = 340,000); inhibition, % at 12.3 µM; AID 743397;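 active = mean replicate inhibition of at least 30% and at least 1% of replicates passing that level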;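 also: 0% = median of the neutral control wells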
PDI turbidity – PDI (human) enzyme inhibition. P07237. PDI insulin aggregation turbidity, A650, 90 min. inhibition, % at 10 µM. actives 0.052% (n = 350,000). AID 588391;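 active = mean inhibition across replicates of 30% or more, whatever share of single replicates reach that level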;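 also: absorbance from insulin aggregation driven by PDI reduction with DTT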
Target sequence (P07237 whole entry, looked up): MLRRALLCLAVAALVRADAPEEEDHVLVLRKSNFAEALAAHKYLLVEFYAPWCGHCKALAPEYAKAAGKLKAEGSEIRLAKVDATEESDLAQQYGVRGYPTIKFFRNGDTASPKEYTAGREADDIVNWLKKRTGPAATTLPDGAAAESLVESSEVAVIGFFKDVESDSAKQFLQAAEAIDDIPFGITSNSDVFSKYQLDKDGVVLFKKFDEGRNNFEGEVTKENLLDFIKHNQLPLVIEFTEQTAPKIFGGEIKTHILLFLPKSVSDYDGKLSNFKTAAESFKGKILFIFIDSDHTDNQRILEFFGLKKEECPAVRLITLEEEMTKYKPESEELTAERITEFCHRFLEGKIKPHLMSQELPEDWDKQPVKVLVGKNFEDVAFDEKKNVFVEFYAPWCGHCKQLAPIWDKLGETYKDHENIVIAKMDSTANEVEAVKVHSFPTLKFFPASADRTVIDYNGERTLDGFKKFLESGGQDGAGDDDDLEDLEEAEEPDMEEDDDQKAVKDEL
Starred values were filed as active, the others as inactive; x = no result given.

SMILES	Vif inh	MITF TRPM1 inh	Shn3 inh set2	HIF-2a inh	NR2E3 ag-1	KKLEB cytotox	CF NFkB inh	Peg3 prom inh	NR2E3 ag-2	CaV13 FRET inh	PDI turbidity
CN(CC(=O)O/N=C(\N)c1cccc([N+](=O)[O-])c1)S(=O)(=O)c1ccccc1	-7	-8	3	-36	0	4	-5	-2	-1	-8	3
COc1ccc(C(=O)ON=C2C=C(C)C(=O)C(C)=C2)cc1	-13	19	18	-5	2	-4	8	-12	-1	-5	-2
CCCCOCP(=O)(CCCC)COCCCC	0	1	0	15	-40	-3	2	-10	3	0	3
CCc1cc(OCCCSc2nc(C)cc(=O)[nH]2)ccc1Cl	-24	-2	-10	0	56	0	-17	13	3	-2	-5
O=C(CN1C(=O)c2ccccc2S1(=O)=O)NCCSC1CCCCC1	19	11	0	0	-2	5	-5	9	2	-6	4
C[C@@H]1CN([C@@H](C)CO)C(=O)CCCn2nncc2CO[C@H]1CN(C)Cc1ccc(-c2ccccc2)cc1	-3	x	-13	-3	-17	-6	6	-11	x	-6	5
COc1ccc2c(c1)C(c1ccc([N+](=O)[O-])cc1)=NNC(c1ccco1)=N2	-13	-10	11	-29	-34	-8	-20	-23	1	-7	2
O=C(COC(=O)c1ccccc1NC(=O)c1ccccc1)c1ccc([N+](=O)[O-])cc1	3	-12	-23	-10	-24	-10	-2	-40	-1	-6	0
CCOc1cc(C(=O)N2CCOCC2)ccc1OCc1ccccc1	22	-1	-5	-4	-5	10	-1	1	0	-7	-4
CC(=O)Nc1ccc(S(=O)(=O)N(Cc2ccccc2)c2ccccc2F)cc1	12	-14	16	16	-5	-15	8	11	1	-4	-4
c1ccc2cc(CN3CCOCC3)ccc2c1	12	-9	-17	-10	-23	8	3	2	2	-9	-1
CC(=O)N(C)N1c2ccccc2CCc2ccccc21	-6	9	8	14	-10	1	1	9	1	-5	-7
O=C(Cc1nc2ccccc2[nH]1)c1ccc(Cl)cc1	12	-49	-96	-160	-45	5	-8	-107	2	-4	-4
COc1ccc(-c2cnnc(N/N=C/c3ccc(O)c(O)c3)n2)cc1	-4	9	73	-144	-14	-8	12	-29	7	-3	0
COc1ccc(OC)c(S(=O)(=O)Nc2ccccc2C(=O)N2CCCCC2)c1	-3	-3	-1	7	-3	4	-23	10	x	-2	-6
Cc1cc(Br)cn2c(Cc3cccc(F)c3)c(-c3cccc(Br)c3)nc12	x	x	-8	-10	16	-16	48	34	x	-4	x
CCOC(=O)Cc1ccc(Nc2nc(NC)nc3ccsc23)cc1	x	x	-1	-23	-28	-19	23	-3	x	-6	-10
COc1ccc(C(=O)NCC(=O)N/N=C/C(C)=C/c2ccco2)cc1OC	-12	-3	6	17	22	16	-18	25	-4	-2	-15
CNC(=O)c1cccn1-c1ccsc1C(=O)OC	6	0	0	2	-39	13	-12	-2	-1	-2	-11
O=C(OCc1ccccc1)c1cccc(-c2nnn(Cc3ccccc3)n2)c1	x	-19	-19	-75	-116	0	7	-62	-2	-4	4
O=C(c1cc2ccccn2n1)N1CCN(c2ccccn2)CC1	1	x	-9	-24	-21	7	-9	-16	1	5	x
Cc1ccc(-c2nc(N)sc2CC(=O)OCC(=O)NCCC(C)C)cc1	-7	-4	-2	16	14	-3	-10	6	2	-5	7
Cn1c(SCc2ccc(Br)cc2)nnc1-c1ccncc1	13	-1	-1	1	-5	1	10	13	0	-9	4
Oc1ccc(-c2cccc(-c3ccc(O)cc3)n2)cc1	-13	-47	-66	-186	-32	-3	-6	-218	0	-5	-4
O=C1CC2CC1C(C(=O)O)C2C(=O)O (configuration not stated)	8	-2	-3	4	-15	1	11	-6	x	-5	2
Cc1ccc(NC(=O)CN(C)C(=O)C2COc3ccccc3O2)cc1 (configuration not stated)	4	3	-9	-18	-15	1	4	2	3	-22	1
COc1cccc(CNS(=O)(=O)c2ccc(N3CCCC3=O)cc2)c1	-13	-1	18	18	31	-3	8	10	8	-2	-3
CC(C)N(Cc1cc2ccccc2[nH]c1=O)C(=O)c1ccco1	-3	-1	-22	0	-3	-1	-13	5	6	-5	-8
COc1ccc(OC)c(S(=O)(=O)Nc2cc(C(=O)O)ccc2N2CC3CC(C2)c2cccc(=O)n2C3)c1 (configuration not stated)	24	-5	7	21	-10	3	4	9	-1	-20	-1
Cc1ccc(-n2nnnc2SCC(=O)Nc2ccc3c(c2)OCCO3)cc1C	-15	4	-6	-49	-9	4	-2	-13	-1	-5	6
O=C(c1ccco1)N1CCN(C(=O)c2cccs2)CC1	x	9	4	-24	-15	-2	9	1	1	-6	0
O=C(Nc1ccncc1)Nc1ccncc1	4	6	11	16	8	-3	1	3	-1	-1	2
C=CCOc1cccc(C2/C(=C(\O)c3ccc4c(c3)OCCO4)C(=O)C(=O)N2CCN2CCOCC2)c1 (configuration not stated)	-1	1	-15	6	13	5	-11	-1	12	-2	11
CC1CCCC(C)N1C(=O)C1CC(c2ccc(F)cc2)=NO1 (configuration not stated)	10	-30	-36	-77	13	5	16	-67	3	-5	-11
COC(=O)C(Cc1c[nH]c2ccccc12)NC(=O)c1ccccc1Br (configuration not stated)	2	3	-8	-2	10	4	11	-108	0	-20	13
CCOC(=O)N1CCC2(CC1)C(C#N)=C(N)Oc1n[nH]c(C)c12	9	1	6	4	2	8	7	3	2	-5	22
O=S(=O)(c1ccccc1)c1nnn2c1nc(NC1CCN(Cc3ccccc3)CC1)c1cc(Cl)ccc12	-2	25	11	15	-19	-7	-12	55*	2	-5	-1
O=C1NCCc2c1[nH]c1ccccc21	13	16	-3	-1	0	-1	8	9	-1	-5	-4
CC1CCN(CCOCCOc2ccc(Br)cc2Cl)CC1	-11	7	-14	6	15	-29	14	13	0	-1	4
CCCCN(C=O)c1c(CC)nc2ccc(C(=O)NCCc3c[nH]c4ccccc34)cn12	6	x	8	4	-15	-7	3	3	x	-9	4
CCCCOc1ccccc1-c1cc(C(=O)O)[nH]n1	-3	3	-1	8	-30	2	7	6	1	-2	16
CN1CCN(C(=S)Nc2cc(S(=O)(=O)N3CCOCC3)ccc2Cl)CC1	6	-15	11	20	-1	0	-5	8	0	-6	-3
COC(=O)c1ccc(NC(=O)CCC(=O)c2ccc(F)cc2)cc1	-2	6	-4	11	-17	4	4	14	1	-2	7
COCCNC(=O)c1cccc(NC(=O)C2=C(C)OCCS2)c1	22	-9	3	12	-6	10	-8	-1	-3	-4	1
O=C(Nc1ccccc1)c1cc(S(=O)(=O)N2CCCCC2)ccc1N1CCOCC1	9	-2	1	7	11	-2	-30	8	3	-5	5
Nc1ncnc(Nc2ccc(F)c(Cl)c2)n1	-4	-24	-21	-98	-14	6	15	-61	-1	-4	14
Cc1nc(CN(C)C(=O)c2ccccc2OC2CCN(S(C)(=O)=O)CC2)cs1	-10	9	-14	15	-4	-5	-1	8	-1	-5	4
CSc1ccc(C2C3(C#N)C(N)=NC4(OCCO4)C23C#N)cc1 (configuration not stated)	1	-2	2	15	-23	-8	8	-4	4	-6	-2
c1coc(CN=C2NC(=NCc3ccco3)c3ccccc32)c1	-1	16	-16	12	-15	-2	10	3	-3	x	-2
Nc1nnc(COc2ccccc2)s1	-6	0	11	7	-27	-6	9	-14	1	-5	-10
O=C1OCCN1c1c(-c2ccccc2)c(-c2cccs2)nc2c(-c3ccccc3)cccc12	2	-1	7	13	15	-7	7	11	-2	x	-1
COc1ccc2c(c1)Cc1sc(NC(=O)c3ccco3)nc1-2	-8	-70	-55	-222	-152	-18	-36	-363	3	x	-38
CC(C)Cc1nnc(NC(=O)c2cc(S(=O)(=O)N(C)C)ccc2N2CCCC2)s1	-11	-6	24	-7	16	4	-16	0	0	-6	-1
Cc1ccc(C(C)C)c(OCC(=O)Nc2ccc(Cl)cn2)c1	6	5	-4	3	6	-2	18	9	3	-3	2
COc1ccccc1OCCNc1cc(N2CCCCC2)ccc1[N+](=O)[O-]	-5	12	-13	-34	-15	14	-11	-24	0	-5	-4
Cn1nnnc1SCc1nc2scc(-c3ccc(Cl)cc3)c2c(=O)[nH]1	-22	6	30	1	18	-7	7	4	3	-28	9
CNC(=S)N1N=C(c2cccs2)CC1c1ccc(F)cc1 (configuration not stated)	-3	6	6	14	-8	0	-12	25	3	-18	2
CC(=O)c1ccc(NS(=O)(=O)Cc2ccccc2)cc1	1	6	-36	-7	9	-4	0	-2	3	x	2
COc1cccc(C2=NO[C@@H]3C(=O)N(c4ccc5c(c4)OCCO5)C(=O)[C@H]23)c1OC	-1	12	9	26	9	13	-3	22	-1	-4	7
Cc1cc(C(=O)NNc2ccccc2F)no1	16	0	x	-167	50	7	-6	-277	-4	4	21
Additional compounds follow.
SMILES	Vif inh	MITF TRPM1 inh	Shn3 inh set2	HIF-2a inh	NR2E3 ag-1	KKLEB cytotox	CF NFkB inh	Peg3 prom inh	NR2E3 ag-2	CaV13 FRET inh	PDI turbidity
O=C(NN1C(=O)/C(=C\c2cccnc2)SC1=S)C(c1ccccc1)c1ccccc1	-6	-3	-18	25	42	2	-9	4	2	-3	-10
CS(=O)(=O)Nc1cccc(C(=O)CC2(O)C(=O)Nc3ccccc32)c1 (configuration not stated)	22	7	6	3	-32	15	-14	16	1	-3	5
O=C1C(=Cc2ccccc2[N+](=O)[O-])Cc2ccccc21	20	x	1	31	-41	-48	89*	100*	x	-8	-7
CCN1C(=O)/C(=C/C=C2/Sc3ccc4ccccc4c3N2CCO)SC1=S	6	-7	-20	2	-19	-2	6	9	0	-16	5
O=CN1CCN(S(=O)(=O)c2ccc(S(=O)(=O)NC3CCCCC3)cc2)CC1	-2	0	2	19	-2	15	3	11	5	-2	-7
COc1cccc(NC(=O)c2ccc(CN3CCc4ccccc4C3)cc2)c1	-5	-4	-40	-113	-18	0	-10	-69	4	-5	-4
COc1ccc(CNC(=O)CN(Cc2ccc(F)cc2)C(=O)c2csnn2)cc1	16	-4	-7	4	6	1	-3	-1	2	-1	12
Cc1ccc(Cn2ncc3c(NCCCN4CCOCC4)ncnc32)cc1	20	17	-5	8	-20	-16	3	4	3	-5	0
Cc1nnc(NC(=O)CSCc2c(C)noc2C)s1	0	1	7	6	-50	0	2	13	1	-5	3
O=C(Cn1c(C(F)(F)F)nc2ccccc21)OCC(=O)c1c[nH]c2ccccc12	-2	3	11	-15	19	-17	3	-12	-3	-6	6
